Bioassay records from PubChem.
GC-B act = GC-B (human) receptor activation. P20594. 370,000 compounds, 0.11% hits. AID 1920062. HEK293-GC-B cells, CNP EC30, cGMP TR-FRET; 0% at EC30 CNP, 100% saturating CNP. activation, % at 10 µM;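 active = activation at 10 µM reaching about 35% in either raw or pattern-adjusted values, limit read from the data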
KLK7 zymogen act = proKLK7 (human) activation, primary screen | purified proKLK7, EDANS-DABCYL substrate fluorescence; 100% is mature enzyme control, 0% vehicle | P49862 | AID 652039 | 370,000 compounds, 0.9% hits | activation, % at 7 µM;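 active = activation above the mean of all tested compounds plus 3 SD, computed per campaign excluding outliers beyond control limits, cut at about 13% in these data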
NPR1 activator = GC-A (human) enzyme activation; AID 1671463; P16066; HEK293 GC-A cells, cGMP TR-FRET, EC30 ANP; 0% at EC30 ANP, 100% saturating ANP; 370,000 compounds, 0.14% hits; activation, % at 10 µM; in the data active = activation above about 40%
ARFGAP1 inh = inhibitors of rat ARFGAP1; Arfgap1-stimulated ARF1 GTP hydrolysis, GDP FP detection; inhibition, % at 16.5 µM; AID 651572; 360,000 compounds, 0.26% hits;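 active = inhibition above a per-plate limit, mean inhibition of low control wells plus 3 SD, cut at about 25% in these data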;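 also: 0% = DMSO wells with enzyme and 100% = wells lacking Arfgap1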
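Material: truncated rat Arfgap1 GAP domain; Incubation: compound-enzyme preincubation 20 min, reaction 120 min, detection 60 min, 25 °C; Read-out: percent inhibition of Arfgap1-stimulated GTP hydrolysis; Technique: FP, GDP Alexa 633 tracer displaced from anti-GDP antibody, 620/688 nm; Controls: No-Arfgap1 wells (100%) versus DMSO full-reaction wells (0%); Replication: single well per compound.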
ADAM10 inh = inhibits human ADAM10; recombinant ADAM10, EDANS/DABCYL FRET peptide cleavage, 3 h; O14672; inhibition, % at 7 µM; AID 720582; 370,000 compounds, 0.62% hits;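 active = inhibition above a per-campaign cutoff equal to the mean of compounds falling between control-based bounds plus 3 SD, cut at about 20% in these data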;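 also: 0% = DMSO wells while the 100% control is not disclosed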
Target sequence (O14672 214-748 limits assumed): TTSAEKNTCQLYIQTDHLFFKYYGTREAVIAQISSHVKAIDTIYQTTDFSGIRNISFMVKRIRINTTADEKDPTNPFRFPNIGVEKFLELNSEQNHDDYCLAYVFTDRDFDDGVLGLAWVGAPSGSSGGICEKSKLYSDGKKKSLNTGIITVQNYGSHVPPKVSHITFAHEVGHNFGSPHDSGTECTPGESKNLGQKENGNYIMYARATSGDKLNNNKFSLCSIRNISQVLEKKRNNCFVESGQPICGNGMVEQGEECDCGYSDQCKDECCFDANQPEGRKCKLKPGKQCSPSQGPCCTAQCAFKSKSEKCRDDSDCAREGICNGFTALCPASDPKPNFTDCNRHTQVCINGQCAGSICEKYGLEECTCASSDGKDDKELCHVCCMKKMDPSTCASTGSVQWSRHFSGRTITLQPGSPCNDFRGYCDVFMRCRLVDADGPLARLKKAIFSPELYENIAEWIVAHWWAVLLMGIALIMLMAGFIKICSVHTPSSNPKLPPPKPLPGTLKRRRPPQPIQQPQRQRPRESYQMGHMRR
GAA850 FXN act = increases GAA850 frataxin promoter reporter activity; HEK293 lucGAA850 FXN promoter luciferase reporter, 24 h; percent of 10 µM SAHA response; 360,000 compounds, 0.56% hits; activation, % at 6 µM;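 active = activation above the average of all compounds screened plus 3 SD, cutoff fixed separately per campaign, cut at about 7.5% in these data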;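 also: 0% = DMSO wells and 100% = 10 µM SAHA wells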
rCAG RNA binder = r(CAG) repeat RNA binding; 370,000 compounds, 1.3% hits; TO-PRO-1 dye displacement fluorescence; inhibition, % at 3 µM;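 active = inhibition above the plate cutoff, the mean of all test compounds on that plate plus 3 SD, cut at about 35% in these data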;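 also: 0% = DMSO alone and 100% = 100 µM mitoxantrone as full dye displacement; higher means more dye released from RNA so lower well fluorescence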
HGIII-sPLA2 inh = Blocks human group III sPLA2 activity; QFRET BODIPY PC-A2 liposome hydrolysis, fluorescence; inhibition, % at 12.2 µM; 370,000 compounds, 0.56% hits;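 active = inhibition above mean plus 3 SD of compounds lying within the high and low control bounds, cut at about 19% in these data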;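 also: 0% = median of test compound wells and 100% = no enzyme DMSO wells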
ASAP1 inh = ASAP1 ArfGAP inhibition; Q9ULH1; ASAP1-stimulated ARF1 GTP hydrolysis, GDP FP detection; inhibition, % at 16.5 µM; 360,000 compounds, 0.19% hits; AID 624377; in the data active = inhibition above about 25%;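 also: 0% = vehicle with enzyme and substrate and 100% = no enzyme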
Tn6 DDE FP = disrupts Tn6 cyclic peptide binding to fibrin D-Dimer-E complex. Fibrin DD(E) TRITC-Tn6 fluorescence polarization displacement. inhibition, % at 8.3 µM. 370,000 compounds, 0.21% hits. AID 720509;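 active = inhibition above a per-campaign cutoff: mean of compounds within control limits plus 3 SD, cut at about 15% in these data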;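 also: 0% = median of all compound wells on the plate and 100% = blocking peptide control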
Target sequence (P02675 whole entry, looked up): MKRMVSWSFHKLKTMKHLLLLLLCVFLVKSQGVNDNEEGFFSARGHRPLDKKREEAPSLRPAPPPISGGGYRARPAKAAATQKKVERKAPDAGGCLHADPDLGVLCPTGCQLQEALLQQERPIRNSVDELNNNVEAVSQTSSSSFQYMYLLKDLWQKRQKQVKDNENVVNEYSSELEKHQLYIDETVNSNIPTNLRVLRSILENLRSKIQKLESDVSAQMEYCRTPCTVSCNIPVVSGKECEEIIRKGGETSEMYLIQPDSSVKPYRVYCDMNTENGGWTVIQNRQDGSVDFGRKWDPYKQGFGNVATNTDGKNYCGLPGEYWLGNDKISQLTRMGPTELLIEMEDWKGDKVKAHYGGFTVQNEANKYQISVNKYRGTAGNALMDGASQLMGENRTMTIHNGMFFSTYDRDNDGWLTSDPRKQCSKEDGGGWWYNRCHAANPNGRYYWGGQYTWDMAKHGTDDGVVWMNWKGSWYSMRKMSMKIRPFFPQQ
An asterisk follows results filed as active; x = no result given.

cpd	SMILES	GC-B act	KLK7 zymogen act	NPR1 activator	ARFGAP1 inh	ADAM10 inh	GAA850 FXN act	rCAG RNA binder	HGIII-sPLA2 inh	ASAP1 inh	Tn6 DDE FP
1	Cc1cc(NC(=O)CSc2nc3cc(Cl)ccc3c(=O)n2C(C)C)no1	-9	0.3	-9	4	-2	3.2	-2	2	2	6
2	Cc1cc(C)cc(N(CC(=O)NC2CCC(C)CC2)S(=O)(=O)c2ccc([N+](=O)[O-])cc2)c1 (configuration not stated)	-6	-0.1	-1	x	-2	x	1	3	x	0
3	Cn1c(=O)c(C(=O)CCl)c(N)n(Cc2ccccc2)c1=O	5	0.5	7	4	1	2.5	-1	-11	-5	-1
4	CCc1ccc(NS(=O)(=O)c2cccc3nsnc23)cc1	-5	-0.2	-3	-8	0	0.0	-1	-8	4	0
5	CCCS(=O)(=O)NC(=O)C1(C)CCN(C(=O)c2ccc(F)c(Cl)c2)C1 (configuration not stated)	8	-0.1	1	-4	-6	1.5	1	0	10	0
6	CS(=O)(=O)OC12CCCN(C1)/C(=C/c1ccc(Cl)cc1)C2 (configuration not stated)	-14	0.4	-1	x	0	x	3	-2	x	8
7	O=C(NCc1ccccc1)C1C(c2ccc3c(c2)OCO3)=Nc2ccccc2N1C(=O)c1cccc2ccccc12 (configuration not stated)	6	-41	-6	-4	-12	x	14	-11	4	7
8	CCCCN(C(=O)CSc1ncn[nH]1)c1c(N)n(Cc2ccccc2)c(=O)[nH]c1=O	5	-0.6	4	-4	6	0.4	0	-9	2	-2
9	CC(C)(O)C#Cc1ccc(C(=O)N2CCC(CCC(=O)NC3CC3)CC2)cc1	1	-0.4	3	-3	-17	2.9	-5	10	3	0
10	CCOC(=O)c1[nH]c(C)c(C(=O)NCc2ccccn2)c1C	-2	-0.4	3	4	-7	-2.6	-1	3	-4	6
11	Cc1cc(NC(=S)NC(=O)/C=C/c2ccc(S(=O)(=O)N3CCOCC3)cc2)ccc1Br	-2	0.9	-4	-11	7	1.7	5	-1	-5	5
12	Cc1cc(NC(=O)Cc2ccccc2C)no1	1	-0.1	3	-11	2	0.7	-4	-4	-7	4
13	COc1ccc(NC(=O)Nc2ccccc2F)cc1Cl	-4	-0.8	1	20	3	1.8	4	1	9	7
14	CCCCN(CCCC)Cc1ccc(C(=O)NN)o1	3	-0.9	-1	-2	1	0.1	2	5	-6	6
15	CCCCn1c(-c2nn(C)cc2Cl)n[nH]c1=S	-8	0.5	-5	-7	6	0.6	2	12	-3	3
16	O=C(CCCN1C(=O)c2cccc3cccc(c23)C1=O)NCc1cccnc1	-7	0.3	-1	-3	-428	1.1	-3	5	1	6
17	COCCOC1CCN(C(=O)C2CCC(=O)N(CCc3ccccc3)C2)CC1 (configuration not stated)	1	0.0	0	10	6	-0.9	-6	4	7	8
18	O=C1CCC(C(=O)NCCCn2ccnc2)N1 (configuration not stated)	3	0.1	0	7	6	4.6	0	0	3	2
19	CC(=O)N1c2ccc(S(=O)(=O)NCCC(=O)Nc3ccc(C)c(Cl)c3)cc2CC1C (configuration not stated)	-2	0.3	0	-1	2	-1.7	7	-11	1	-5
20	CC(OC(=O)Cn1[nH]c(=O)c2ccccc2c1=O)C(=O)Nc1ccc(F)cc1Cl (configuration not stated)	2	0.2	0	7	-3	0.0	8	-7	-22	-1
21	COc1cc(C(=O)NCc2nnc(SCC(=O)Nc3cccc(C(F)(F)F)c3)o2)cc(OC)c1OC	-5	-0.2	-7	10	3	0.6	3	-12	4	0
22	COc1ccccc1C(=O)Nc1ccc(Br)cc1C	-1	-1.3	-1	1	-1	4.1	3	-2	7	2
23	O=C1Nc2ncccc2OC1CCCl (configuration not stated)	-4	-0.1	-2	0	11	-0.1	2	7	-5	-5
24	Nc1ccc(Oc2ccc(Cl)cc2)cc1	4	0.6	15	-5	3	0.2	-4	8	-6	5
25	CCCOc1ccc(N2C(=O)CC(SC(=NC)Nc3ccc(F)cc3)C2=O)cc1 (configuration not stated)	-3	0.2	1	7	-6	-0.1	-1	0	0	7
26	CCOC(=O)c1c(C=O)c(C)n(Cc2ccc(C)cc2)c1C	18	-0.3	17	2	12	-0.1	-10	-4	-8	-5
27	COc1ccc(-c2ccc(CCC(=O)O)n2CC2CCCO2)cc1 (configuration not stated)	-5	7.2	3	-9	-458	-2.8	5	-12	6	9
28	O=C1c2ccccc2NC(c2cccc([N+](=O)[O-])c2)N1O (configuration not stated)	0	0.1	-1	-1	-2	-0.8	0	-9	3	-7
29	CCOc1ccccc1/C=N/NC(=O)c1cccc(Cl)c1	-5	0.4	-6	4	1	4.9	-2	0	-15	-1
30	COc1ccc(C2CC(c3ccccc3)=NN2C(=O)COC(=O)c2cccnc2)cc1 (configuration not stated)	3	0.0	5	6	2	3.2	1	-2	-15	9
31	CCc1ccc(C2NC(=O)c3ccccc3O2)cc1 (configuration not stated)	3	-4.0	4	-1	-33	3.5	-3	1	-1	0
32	CCC(C)n1ncn(-c2ccc(N3CCN(c4ccc(OC)cc4)CC3)cc2)c1=O (configuration not stated)	-2	0.3	4	5	-4	1.4	-7	9	4	-2
33	C[C@H]1COC(=O)[C@@H](Cc2ccc(F)cc2)CC/C=C/C[C@@H](CC(=O)N(CCO)Cc2ccccc2)C(=O)N1	1	0.1	0	0	-2	-0.8	-6	-5	-4	2
34	Cc1ccc(OCCCOc2cccc3cccnc23)cc1C	-11	0.5	-4	15	6	2.0	-3	-13	-12	-4
35	O=C(Cc1cn(Cc2ccccc2)c2ccccc12)Nc1ccc(Nc2cccnc2)cc1	-5	-0.4	-1	12	9	x	8	-5	13	-3
36	CCCOc1ccc(C(O)CCNC(CC(=O)O)c2ccccc2)cc1 (configuration not stated)	-2	-0.2	4	1	3	2.4	0	3	7	1
37	CN(C(=O)CSc1nnc(CNC(=O)c2ccccc2)o1)c1ccccc1	0	0.3	3	-8	-2	0.3	-7	1	-18	2
38	OCCN(CC(O)Cn1ccc2ccccc21)CC(O)Cn1ccc2ccccc21 (configuration not stated)	-13	-0.2	-16	8	-2	1.1	1	-13	9	0
39	Cc1ccccc1NC(=O)C(Cl)=C(Cl)Cl	1	-0.3	5	-5	5	-3.2	3	6	-16	14
40	Cc1cc(NC(=O)c2cccc(S(=O)(=O)N3c4ccccc4CC3C)c2)no1 (configuration not stated)	-2	0.4	0	11	-4	-0.5	5	-10	5	11
41	O=C(N/C(=C/c1ccccc1)C(=O)N1CCCCC1)c1ccc(Br)o1	2	0.3	-3	6	9	1.4	-6	6	13	-4
42	Cc1ccc(Cn2c(Sc3ncccn3)nc3c2c(=O)[nH]c(=O)n3C)cc1	-1	-0.3	3	-6	0	-1.5	-3	-4	0	-3
43	COc1ccc(NC(=O)c2cccc(N3C(=O)C4CCC(C)CC4C3=O)c2)c(OC)c1 (configuration not stated)	3	0.7	3	0	5	-0.8	-1	-7	-7	-2
44	Cc1oc(CC(C)C)c(CN)c1C(=O)O	3	0.0	-2	10	-3	0.9	-1	-1	4	3
45	C=CCN1C(=O)[C@@H](CC(=O)NCCCN2CCCC2=O)[C@]2(C(=O)OC)CCCCC=C12	3	0.1	3	x	-1	x	2	9	x	0
46	CCCC(C(=O)OCC)P(=O)(c1ccccc1)c1ccccc1 (configuration not stated)	-11	-0.3	-11	-1	0	-0.1	-6	2	6	-1
47	O=C(NCC(=O)N(Cc1cccs1)C(C(=O)NC1CCCC1)c1cccnc1)c1ccco1 (configuration not stated)	2	-0.6	1	5	-6	-1.5	0	2	7	9
48	O=C(CNC(=O)c1cccc(OC(F)F)c1)Nc1ccc(Cl)cc1	-1	-0.5	-3	3	5	1.1	-1	-15	6	0

Pulled one by one from the entries so far (2):
cpd	SMILES	GC-B act	KLK7 zymogen act	NPR1 activator	ARFGAP1 inh	ADAM10 inh	GAA850 FXN act	rCAG RNA binder	HGIII-sPLA2 inh	ASAP1 inh	Tn6 DDE FP
47	O=C(NCC(=O)N(Cc1cccs1)C(C(=O)NC1CCCC1)c1cccnc1)c1ccco1 (configuration not stated)	2	-0.6	1	5	-6	-1.5	0	2	7	9
48	O=C(CNC(=O)c1cccc(OC(F)F)c1)Nc1ccc(Cl)cc1	-1	-0.5	-3	3	5	1.1	-1	-15	6	0

The list goes on.
cpd	SMILES	GC-B act	KLK7 zymogen act	NPR1 activator	ARFGAP1 inh	ADAM10 inh	GAA850 FXN act	rCAG RNA binder	HGIII-sPLA2 inh	ASAP1 inh	Tn6 DDE FP
49	CN(c1ccccc1)c1nc(N)c([N+](=O)[O-])c(N2CCOCC2)n1	3	0.4	7	9	9	1.4	-2	4	6	1
50	CCNC(=S)N/N=C/c1c(C)nn(-c2cccc(Cl)c2)c1Cl	35	-0.2	28	-2	-2	-0.2	3	7	-1	3
51	Cc1cccc(N/C(=N\S(=O)(=O)c2ccccc2)C(F)(F)F)c1	8	-0.1	0	-16	-2	0.1	-2	4	-5	-2
52	O=C(COC(=O)c1ccc(NS(=O)(=O)c2cccs2)cc1O)Nc1nc2ccccc2s1	-9	0.3	-7	14	12	2.7	73*	-54	12	-5
53	CC(SCc1nc2sc3c(c2c(=O)[nH]1)CCCC3)C(=O)Nc1ccccn1 (configuration not stated)	-9	-5.9	3	-3	-250	0.2	6	0	7	3
54	CC(=O)Nc1cccc(-n2nnc(SCC(=O)Nc3ccccc3)n2)c1	-4	0.3	0	-5	8	0.9	3	-4	5	4
55	CSc1ccccc1C(=O)N1CCN(c2cccc(Cl)c2)CC1	-5	0.3	-7	5	2	-0.8	-5	-9	1	-3
56	CC(C)N1C(=O)C2C(c3ccccc3O)NC(C)(C(=O)O)C2C1=O (configuration not stated)	0	-0.3	4	-4	-8	0.3	1	5	20	4
57	CC(C)[C@H](NC(=O)c1ccccc1Cl)C(=O)NC1CCCCCC1	-1	0.2	2	3	-2	-0.8	-3	4	14	-2
58	COC(=O)CN1C(=O)[C@H]2[C@@H](C3CC3)N3C(=O)CN(Cc4ccccn4)C(=O)[C@@]3(Cc3ccccc3)[C@H]2C1=O	13	0.7	1	-9	-8	0.8	-2	4	-12	-11
59	CN1CCN(S(=O)(=O)c2ccc(N(C)Cc3c(F)cccc3Cl)nc2)CC1	9	-0.2	-2	3	-10	-2.0	-4	3	-4	8
60	O=C(COC(=O)c1ccc(O)cc1O)Nc1ccc(Cl)cn1	-2	-0.3	-4	10	-7	-0.1	8	-6	11	-2
61	CCOC(=O)N/N=C1\CCc2ccccc21	5	0.4	-3	9	-11	3.4	3	18	10	-1
62	O=C(CN1C(=O)NC2(CCCC2)C1=O)NCc1ccc(F)cc1	0	0.1	1	15	-3	-1.1	3	-3	4	-6
63	CCN1CCc2c(OCc3ccccc3)cccc2C1=O	-7	-0.6	4	-6	-2	-1.4	-1	-5	10	2
64	COC(=O)c1c(NC(=O)CC2SC(N)=NC2=O)sc(C)c1C (configuration not stated)	-5	-1.2	-5	-8	13	-0.3	8	-11	13	5
65	C=CCNc1oc(Cc2cccc3ccccc23)nc1C#N	0	0.1	11	11	-5	-0.7	5	-2	12	9
66	CCOC(=O)c1c(C)[nH]c(C(=O)CN2C(=O)NC(C)(C)C2=O)c1C	0	-0.4	1	-9	4	-1.4	0	7	-2	5
